KB-3-1 cytotox – KB-3-1 parental cell cytotoxicity | KB-3-1 viability, CellTiter-Glo ATP luminescence, 72 h | Potency, µM (series often up to 46.1 µM), for the others: top-dose activity change, negative = cytotoxic, hits mostly cytotoxic | 400,000 tested, 1.4% active | AID 1347075; further: potency means the concentration at half of the fitted maximal effect; on the % scale 0 is the no-effect control and ±100 the full control effect; nearly all actives have a fitted effect of over 60% in size
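Parental KB-3-1 viability, qHTS format: 72 h compound exposure, 37 °C; CellTiter-Glo; media-only wells and DMSO plates as controls; concentration-effect fits on corrected data.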
KB-V1 cytotox – KB-V1 MDR subline cytotoxicity; KB-V1 MDR cells viability, CellTiter-Glo, 72 h; Potency, µM (titrated, usually from 46.1 µM), without a hit: at the top dose activity change, negative = cytotoxicity, usual class: cytotoxic; 400,000 tested, 3.4% active; AID 1347076; further: potency means the concentration at half of the fitted maximal effect; on the % scale 0 is the no-effect control and ±100 the full control effect; nearly all actives have a fitted effect of over 60% in size
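Cells of the MDR subline KB-V1 are plated, dosed with compound at multiple concentrations, and incubated 72 h at 37 degrees C; CellTiter-Glo is then added and luminescence read after 10 min.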
WRN helicase inh – inhibitors of human WRN helicase; Q14191; WRN helicase unwinding, fluorescent forked duplex, kinetic; Potency, µM (series often up to 114 µM), without a hit: at the top dose activity change, negative = inhibition, usual class: inhibitors; 360,000 tested, 0.46% active; AID 651768; further: potency means the concentration at half of the fitted maximal effect; on the % scale 0 is the no-effect control and ±100 the full control effect; nearly all actives have a fitted effect of over 55% in size
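Enzyme (20 nM final) and test compound sit together 15 min at room temperature before substrate addition. Substrate is a single-forked duplex oligonucleotide (100 nM) labelled with fluorophore and quencher, with 2 mM ATP; helicase unwinding raises red fluorescence, read kinetically.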
ATXN2 expr inh – reduces ATXN2 reporter expression in HEK-293 cells | HEK-293 ATXN2-luciferase reporter, luminescence, 24 h | Potency, µM (top dose mostly 57 µM), inactives show at the top dose activity change, negative = inhibition, hits mostly inhibitors | 360,000 tested, 0.72% active; further: potency means the concentration at half of the fitted maximal effect; on the % scale 0 is the no-effect control and ±100 the full control effect; nearly all actives have a fitted effect of over 55% in size
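qHTS (up to 57 uM final) was run with 24 h compound exposure of reporter cells at 37 °C. Each well was multiplexed: SteadyGlo luminescence measured ATXN2-luciferase expression after a fluorogenic Gly-Phe-AFC viability readout (25 uM final).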
HT1080NT lethal – kills 2HG-producing HT-1080-NT fibrosarcoma cells; HT-1080-NT fibrosarcoma viability, CellTiter-Glo ATP luminescence, 48 h; Potency, µM (titrated, usually from 46.1 µM), for inactives: at the highest dose activity, negative = less viability, actives largely listed as cytotoxic; 360,000 tested, 1.6% active;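 further: NT is the 2HG producing partner of a matched IDH1 knockdown line; potency means the concentration at half of the fitted maximal effect; 0% = DMSO-treated cells and -100% = media-only wells without cells; nearly all actives have a fitted effect of over 55% in size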
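HT-1080-NT fibrosarcoma cells (2HG-overproducing), 750 cells/well in RPMI with 5% FBS, dosed after 2 h and incubated 48 h at 37C. CellTiter-Glo luminescence normalized to DMSO and no-cell wells; concentration-response curves fitted and classed.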
HT1080 IDH1KD tx – kills HT-1080 cells with IDH1 knockdown; HT-1080 IDH1 knockdown viability, ATP luminescence, 48 h; Potency, µM (series often up to 46.1 µM), for inactives: at the top dose activity, negative = toxicity, actives largely listed as cytotoxic; 360,000 tested, 2% active;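 further: potency means the concentration at half of the fitted maximal effect; 0% = DMSO wells and -100% = cell-free medium wells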
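Viability of IDH1-knockdown HT-1080 fibrosarcoma cells was assessed by CellTiter-Glo after 48 h at 37 °C with titrated compound; concentration-effect curves were classified by fit quality and response size.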
MCF10A rereplic – induces DNA re-replication in MCF 10a normal breast cells; 350,000 tested, 2.9% active; MCF 10A DNA re-replication, Hoechst nuclear intensity, 48 h; Potency, µM (top dose mostly 46.1 µM), for inactives: top-dose activity, positive = re-replication, actives largely listed as activators; further: potency means the concentration at half of the fitted maximal effect; % of control where 0% means no effect; nearly all actives have a fitted effect of over 50% in size
SW480 rerep – DNA re-replication induction in SW480 cells; SW480 DNA re-replication, Hoechst DNA content imaging, 48 h; Potency, µM (doses to about 46.1 µM), for the others: at the highest dose re-replication activation, actives largely listed as activators; 340,000 tested, 1.8% active; further: potency means the concentration at half of the fitted maximal effect; % of control where 0% means no effect; nearly all actives have a fitted effect of over 55% in size
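Quantitative HTS format with DMSO vehicle controls; 48 hr drug incubation at 37 C, then 40 min Hoechst staining and scanning imager measurement at 405 nm excitation.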
IL1B secr inh – inhibitors of inflammasome signaling (IL-1 beta secretion); THP-1 LPS/ATP IL-1B secretion, AlphaLISA, 16 h; active compounds read low; 360,000 tested, 4.7% active; activity change, % at 57.5 µM; in the data active means activity change below about -50%; inconclusive means mostly about -30% to -49%; further: on the % scale 0 is the no-effect control and ±100 the full control effect
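THP-1 cells pretreated 1 hr with compounds (up to 57.5 uM final), then stimulated with LPS (250 ng/mL final) plus ATP (1.25 mM final); secreted IL-1B measured by AlphaLISA after 16 hr, decreased signal indicating inhibition.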
* = called active by the depositor; ? = inconclusive; / = not tested or not shown; & = joins results of further samples; [ ] = dose if it differs, or a comment. Unless noted, the call rests on the fitted dose curve; in most records, active means well fitted curve in the direction sought with a large enough effect; inconclusive means small, poorly fitted or top-dose-only effect, or another doubt; inactive means no such curve, though single readings can be large; an effect the other way counts as inactive or inconclusive.

Values run as follows: SW480 rerep, WRN helicase inh, KB-3-1 cytotox, ATXN2 expr inh, IL1B secr inh, HT1080NT lethal, MCF10A rereplic, KB-V1 cytotox, HT1080 IDH1KD tx
CC(C)n1nc(C(=O)Nc2ccc(-n3cnnn3)cc2)c2ccccc2c1=O
→ -1%, 5%, -1%, -15%, -24, 1%, 1%, ?, -2%
Cc1cc(C)cc(NS(=O)(=O)Cc2ccccc2)c1
→ 0%[9.22 µM], -8%, 10%, 9%, -5, -3%, 8%, 12%, -12%
C#CCNC(=O)C[C@@H]1C[C@@]2(C(=O)OCC)CCCC=C2N(CCC2=CCCCC2)C1=O
→ /, 1%, 6%, /, 28, 4%, /, ?, -5%
CCOC(=O)C1(Cc2ccccc2C)CCCN(C(=O)c2ccnn2C)C1 (stereo not given)
→ -14%, 0%, ?, 25%, 0, 12%, 1%, -28%, 3%
COc1ccc(-c2cc(C(=O)N3CCN(c4ccccc4F)CC3)c3ccccc3n2)c(OC)c1
→ 7%, -23%, -18%, -19%, -2, -9%, 1%, ?, -11%
COC(=O)c1sc(=S)sc1C(=O)OC
→ 1%, -9%, -14%, 0%, -12, ?, ?, 2%, 32µM*
Cc1occc1-c1nnc(SCC(=O)NCC2CCCO2)n1C (stereo not given)
→ -3%[9.22 µM], 5%, 8%, -1%, -8, 6%, -31%[inhibitor], 13%, 15%
CCCC(C)c1nnc(NC(=O)CS(=O)(=O)Cc2ccccc2)s1 (stereo not given)
→ 0%[9.22 µM], -3%, 3%, -17%, 28, -2%, -9%, -7%, -1%
Cc1ccc(C(=O)Nc2nnc(-c3ccc(C(C)(C)C)cc3)s2)cc1
→ 3%, 4%, 7%, 1%, 13, 15%, -9%, 8%, 7%
CCN(c1cccc(C)c1)S(=O)(=O)c1cc2c3c(c1)CCC(=O)N3CCC2
→ -89%, -13%, ?, 3%, -2, -10%, ?, ?, -1%
O=C(Nc1ccccc1Cl)c1cc(S(=O)(=O)N2CCC3(CC2)OCCO3)ccc1F
→ /, 8%, ?, -7%, -13, 2%, /, -15%&2%, -2%
C=CCn1c(SCC(=O)c2c(N)n(C)c(=O)n(C)c2=O)nnc1-c1ccncc1
→ -3%, 0%, 5%, -4%, 10, 0%, -10%, -2%, -2%
Cc1ccc(Cl)cc1NC(=S)N(CCN(C)C)Cc1cccs1
→ 7%[1.84 µM], -7%[57.1 µM], -7%, -9%, -6, ?, ?, ?, -9%
COCCn1c(-c2cccc(Br)c2)nc2c(c(=O)c3ccccc3n2C)c1=O
→ -12%, -5%, 4%, /, -8, -2%, -2%, -23%, 4%
CC1CCCC(NC(=S)NC(=O)c2cncc(Br)c2)C1C (stereo not given)
→ 7%, -3%, -2%, 1%, 28, 5%, 21%, -18%, 19%

Next section:
Values run as follows: SW480 rerep, WRN helicase inh, KB-3-1 cytotox, ATXN2 expr inh, IL1B secr inh, HT1080NT lethal, MCF10A rereplic, KB-V1 cytotox, HT1080 IDH1KD tx
CCOc1cc(CN2CCCC(C(=O)c3cccc(C(F)(F)F)c3)C2)ccc1O (stereo not given)
→ 1%, 3%, -2%, -27%, -3, -10%, ?, -24%, -10%
O=C(N/N=C/c1cc(Br)cc(Cl)c1O)c1ccc2c(c1)OCO2
→ -111%[inhibitor], 5%, ?, 13µM*, 74, ?, ?, ?, ?
O[C@@H]1[C@@H](O)C=C2CCN3Cc4cc5c(cc4[C@H]1C23)OCO5 (stereo not given in full)
→ ?, 4%, 8.2µM*, 3.5µM*, -6, 1.8µM*, 1%, 5.2µM*, 5.8µM*
CCCNC(=O)Cn1nc([N+](=O)[O-])c([N+](=O)[O-])c1C
→ -14%, -2%, 8%, -11%, -6, 12%, -7%, -1%, 18%
O=C(O)C(=O)/C(=C\c1cccc2ccccc12)c1ccc2ccccc2n1
→ ?, -11%[57.1 µM], ?, -11%, 17, ?, 16µM*, ?, ?
O=C1CCC(=O)N1CCCCCc1nc(-c2ccccc2)no1
→ -2%, -23%[57.1 µM], ?, 36%[activator], 37, 2%, 2%, ?, 0%
CCCc1nc(N2CCN(C)CC2)c2sc(=S)n(-c3ccccc3)c2n1
→ -4%, 0%, -6%, -9%, -1, -6%, -1%, -13%, 0%
O=C(COC(=O)CCc1ccc(S(=O)(=O)N2CCOCC2)cc1)NCc1ccc(Cl)cc1
→ 2%, 0%, 10%, 3%, -12, 10%, 27%, 10%, 11%
Cc1nn(CC(=O)Nc2ccc(S(N)(=O)=O)cc2)c(=O)c2ccccc12
→ -3%, -4%, -19%, -10%, 23, -19%, -12%, 0%, -11%
CN(C(=O)c1ccccc1C(=O)OCC(=O)Nc1ccccc1)c1ccccc1
→ -15%, 1%, 7%, 10%, 11, -4%, -7%, 0%, 2%
c1ccc(N2[C@@H]3c4ccccc4C[C@H]2c2ccccc23)cc1
→ /, 1%, ?, /, 34, -22%, /, -14%, 0%
CCCn1c(=O)c(C(=O)Nc2c(C)n(C)n(-c3ccccc3)c2=O)c(O)c2ccccc21
→ -1%, 2%, -27%, -14%, -14, 2%, -2%, ?, -24%
CCOC(=O)c1c(C)cc2c(CO)n[nH]c(=O)c2c1C
→ /, -7%, -5%, /, -11, -5%, /, 0.82µM*, -11%
Cc1cccc(C)c1-n1nnnc1C1(Nc2ccccc2)CCCCC1
→ -3%, -10%, ?, 0%, ?, -6%, ?, ?, -12%
COc1cccc(C(=O)COC(=O)COc2c(C)cc(C)cc2C)c1
→ -22%, -9%, -3%, 8%, 5, ?, 6%, 0%, 10%

Next compounds
Values run as follows: SW480 rerep, WRN helicase inh, KB-3-1 cytotox, ATXN2 expr inh, IL1B secr inh, HT1080NT lethal, MCF10A rereplic, KB-V1 cytotox, HT1080 IDH1KD tx
Clc1ccc(-c2nnc3n2CCCCS3)cc1
→ 1%, -16%, 1%, 2%, -9, 14%, -3%, -2%, 18%
O=C(CN1CCOc2ccccc21)N1CCCC1
→ -16%, -2%, 1%, -3%, 35, 2%, 5%, -6%, -2%
CCOC(=O)C1(Cc2ccccc2Cl)CCN(S(C)(=O)=O)CC1
→ 0%, -3%, -2%, -12%, 41, 1%, 1%, ?, 9%
CCOC(=O)C1(C)CCN1C(=O)c1cc(F)ccc1C (stereo not given)
→ /, 0%, 0%, 18%, 8, 12%, /, 18%, 13%
O=C(CS(=O)(=O)c1ccccc1)Nc1ccc(S(=O)(=O)Nc2ccccn2)cc1
→ -141%[inhibitor], -1%, -1%, /, 1, -3%, 10%, 18%, 5%
Cc1noc(C)c1S(=O)(=O)N1CCCC(C(=O)NC2CCCCC2)C1 (stereo not given)
→ 9%, 4%, 10%, 7%, 4, 0%, 7%, -2%, ?
CCN1C(=O)[C@H]2[C@@H](c3ccc(C)cc3)N3C(=O)N(c4cccc(Br)c4)C(=O)[C@@]3(Cc3ccccc3)[C@H]2C1=O
→ 6%, -1%, -12%, -7%, -12, -4%, -1%, 0%, -3%
CN1CCN(c2ccc(NC(=O)c3ccc(C#N)cc3F)cc2Cl)CC1
→ ?, 2%[57.1 µM], -7%, 4%, -11, -27%, 14%, -1%, -15%
O=C(O)CNC(=O)CC1S/C(=N/N=C2\CSC(=O)N2)NC1=O (stereo not given)
→ 6%, 6%, 5%, /, -1, 4%, -1%, -9%, 3%
Cc1cc(C)n2nc(C(=O)Nc3ccc(S(=O)(=O)N4CCCCC4)cc3)nc2n1
→ -4%, -32%, 13%, 1%, 5, 4%, 1%, 16%, 9%
CCN(CC)Cc1cc(Nc2c3ccccc3nc3c4ccccc4n(C)c23)cc(CN(CC)CC)c1O
→ ?, ?, ?, 20µM*, -113*, 18µM*, ?, -20%, ?
CCS(=O)(=O)NCc1cn2c(C)csc2n1
→ -11%, -6%, 5%, 23%, 12, 9%, -5%, 8%, 1%
CCN(CC(=O)Nc1ccc2c(c1)OCCO2)Cc1cc(=O)oc2c(C)c(C)ccc12
→ 6%, -1%, -11%, 8%, -6, -10%, -1%, 4.1µM*, -6%
CC1(C)c2ccccc2N(CC(N)=O)C12C=Cc1ccccc1O2 (stereo not given)
→ 1%, -19%, ?, -4%, 2, -25%, 1%, 0%, -15%
COc1ccc(CC(=O)NCC2CCCN(Cc3ccccc3Cl)C2)cc1 (stereo not given)
→ 3%, 4%, 4%, /, 9, 7%, 1%, 5%, 3%

An excerpt from above in order of formula weight, falling:
Values run as follows: SW480 rerep, WRN helicase inh, KB-3-1 cytotox, ATXN2 expr inh, IL1B secr inh, HT1080NT lethal, MCF10A rereplic, KB-V1 cytotox, HT1080 IDH1KD tx
O=C(CS(=O)(=O)c1ccccc1)Nc1ccc(S(=O)(=O)Nc2ccccn2)cc1
→ -141%[inhibitor], -1%, -1%, /, 1, -3%, 10%, 18%, 5%
CCN(CC(=O)Nc1ccc2c(c1)OCCO2)Cc1cc(=O)oc2c(C)c(C)ccc12
→ 6%, -1%, -11%, 8%, -6, -10%, -1%, 4.1µM*, -6%
Cc1cc(C)n2nc(C(=O)Nc3ccc(S(=O)(=O)N4CCCCC4)cc3)nc2n1
→ -4%, -32%, 13%, 1%, 5, 4%, 1%, 16%, 9%
Cc1noc(C)c1S(=O)(=O)N1CCCC(C(=O)NC2CCCCC2)C1 (stereo not given)
→ 9%, 4%, 10%, 7%, 4, 0%, 7%, -2%, ?
CCOC(=O)C1(C)CCN1C(=O)c1cc(F)ccc1C (stereo not given)
→ /, 0%, 0%, 18%, 8, 12%, /, 18%, 13%
Clc1ccc(-c2nnc3n2CCCCS3)cc1
→ 1%, -16%, 1%, 2%, -9, 14%, -3%, -2%, 18%
CCS(=O)(=O)NCc1cn2c(C)csc2n1
→ -11%, -6%, 5%, 23%, 12, 9%, -5%, 8%, 1%
O=C(CN1CCOc2ccccc21)N1CCCC1
→ -16%, -2%, 1%, -3%, 35, 2%, 5%, -6%, -2%
